Source: PubChem BioAssay
GLP1R cytotox: cytotoxicity in counter-screen for GLP-1R inverse agonists; HEK293 cAMP-luciferase reporter cells, luminescence, 24 h; hit rate 0.13% among 410,000; Potency, µM (highest dose often 38.3 µM), for the others: at the highest dose activity change, negative = inhibition, hits mostly inhibitors;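 note: loss of luciferase light is scored as toxicity; potency is the fitted concentration of half-maximal effect; % is set by controls: 0 for no effect and ±100 for the full control effect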
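Quantitative HTS format, 1536 wells, 200 cells/uL seeded. Compounds: 23 nL, 24 h, 37 °C. Detection: luciferase reagent, luminescence at 12 min RT; decreased signal taken as cytotoxic.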
SW480 rereplic: induces DNA re-replication in SW480 colon adenocarcinoma cells; Potency, µM (top dose mostly 46.1 µM), for inactives: at the top dose re-replication activation, actives largely listed as activators; hit rate 1.8% among 340,000; AID 624297; SW480 DNA re-replication, Hoechst DNA content imaging, 48 h; note: potency is the fitted concentration of half-maximal effect; % of control where 0% means no effect; nearly all actives have a fitted effect of over 55% in size
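Per well, 250 cells were exposed to pinned compound for 48 hr. Nuclear DNA was visualised with Hoechst (40 min, 37 C) and total object intensity recorded by fluorescence scanning.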
KB-3-1 tox: kills parental KB-3-1 adenocarcinoma cells. hit rate 1.4% among 400,000. KB-3-1 viability, CellTiter-Glo ATP luminescence, 72 h. Potency, µM (doses to about 46.1 µM), inactives show at the top dose activity change, negative = cytotoxic, hits mostly cytotoxic. AID 1347075; note: potency is the fitted concentration of half-maximal effect; % is set by controls: 0 for no effect and ±100 for the full control effect; nearly all actives have a fitted effect of over 60% in size
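Cytotoxicity measured as CellTiter-Glo luminescence after 72 h at 37 C. Compound titrations were pinned onto drug-naive KB-3-1 parental adenocarcinoma cells grown in DMEM with 10% FBS, and normalized data fitted to concentration-response curves.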
HT1080-NT tox: kills 2HG-producing HT-1080-NT fibrosarcoma cells; HT-1080-NT fibrosarcoma viability, CellTiter-Glo ATP luminescence, 48 h; Potency, µM (series often up to 46.1 µM), for inactives: top-dose activity, negative = less viability, actives largely listed as cytotoxic; hit rate 1.6% among 360,000; AID 686970;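 note: NT is the 2HG producing partner of a matched IDH1 knockdown line; potency is the fitted concentration of half-maximal effect; 0% = DMSO-treated cells and -100% = media-only wells without cells; nearly all actives have a fitted effect of over 55% in size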
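A 48-hour cytotoxicity screen used HT-1080-NT cells plated 2 hours before compound delivery. ATP-based CellTiter-Glo luminescence measured viability, normalized to DMSO and no-cell controls.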
HT1080 IDH1KD tx: toxicity to HT-1080 IDH1 knockdown cells (counter line). hit rate 2% among 360,000. HT-1080 IDH1 knockdown viability, ATP luminescence, 48 h. Potency, µM (series often up to 46.1 µM), for inactives: at the top dose activity, negative = toxicity, most hits filed as cytotoxic;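 note: potency is the fitted concentration of half-maximal effect; 0% = DMSO wells and -100% = cell-free medium wells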
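Viability of IDH1-knockdown HT-1080 fibrosarcoma cells was assessed by CellTiter-Glo after 48 h at 37 °C with titrated compound; concentration-effect curves were classified by fit quality and response size.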
KB-V1 cytotox: kills drug-selected multidrug resistant KB-V1 cells. KB-V1 MDR cells viability, CellTiter-Glo, 72 h. Potency, µM (titrated, usually from 46.1 µM), for the others: at the top dose activity change, negative = cytotoxicity, actives largely listed as cytotoxic. hit rate 3.4% among 400,000; note: potency is the fitted concentration of half-maximal effect; % is set by controls: 0 for no effect and ±100 for the full control effect; nearly all actives have a fitted effect of over 60% in size
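Cytotoxicity toward P-gp-expressing KB-V1 cells was determined as loss of CellTiter-Glo luminescence after 72 h at 37 degrees C. Compounds were tested in quantitative HTS format across a concentration range, with curves fitted to normalized data.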
IL1B secr inh: inhibitors of inflammasome signaling (IL-1 beta secretion); THP-1 LPS/ATP IL-1B secretion, AlphaLISA, 16 h; active compounds read low; hit rate 4.7% among 360,000; activity change, % at 57.5 µM; AID 743279; in the data active = activity change below about -50%; inconclusive = mostly about -30% to -49%; note: % is set by controls: 0 for no effect and ±100 for the full control effect
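THP-1 cells pretreated 1 hr with compounds (up to 57.5 uM final), then stimulated with LPS (250 ng/mL final) plus ATP (1.25 mM final); secreted IL-1B measured by AlphaLISA after 16 hr, decreased signal indicating inhibition.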
DRD3 agonist: agonists of human D3 dopamine receptor; P35462; D3R DiscoveRx beta-arrestin cells, luminescence, 90 min; max activation, %; hit rate 0.58% among 410,000; in the data active = max activation above about 30%; note: 0% is about no effect; mostly tested at two doses, the higher about 12 µM
Target sequence (P35462 whole entry, looked up): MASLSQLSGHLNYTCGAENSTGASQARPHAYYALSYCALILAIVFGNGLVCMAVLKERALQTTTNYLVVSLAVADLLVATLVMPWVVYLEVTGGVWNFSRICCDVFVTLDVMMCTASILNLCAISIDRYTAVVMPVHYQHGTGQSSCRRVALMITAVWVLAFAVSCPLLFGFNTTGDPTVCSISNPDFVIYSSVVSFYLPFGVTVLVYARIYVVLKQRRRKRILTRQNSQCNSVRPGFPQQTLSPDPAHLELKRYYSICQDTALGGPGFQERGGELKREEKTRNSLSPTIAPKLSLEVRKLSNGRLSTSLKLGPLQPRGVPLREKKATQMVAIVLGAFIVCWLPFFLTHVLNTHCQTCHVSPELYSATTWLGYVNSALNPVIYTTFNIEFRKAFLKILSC
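Agonist-mode cell screen: cells plated at 1500/well and incubated overnight at 37 °C, then exposed to library compounds for 90 min at 37 °C. Detection reagent was added for 30–60 min at room temperature, and luminescence was read.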
MCF10A rereplic: DNA re-replication induction in MCF 10a cells | hit rate 2.9% among 350,000 | MCF 10A DNA re-replication, Hoechst nuclear intensity, 48 h | Potency, µM (doses to about 46.1 µM), without a hit: at the top dose activity, positive = re-replication, most hits filed as activators | AID 624296; note: potency is the fitted concentration of half-maximal effect; % of control where 0% means no effect; nearly all actives have a fitted effect of over 50% in size
* hit, by the source's call; & = joins results of further samples; [ ] = dose if it differs, or a comment. Unless noted, calls come from the whole dose curve; as a rule, active = well fitted curve in the direction sought with a large enough effect; inconclusive = small, poorly fitted or top-dose-only effect, or another doubt; inactive = no such curve, though single readings can be large; an effect the other way counts as inactive or inconclusive.

Screening O=c1c2ccccc2c(-c2n[nH]c(=S)o2)nn1Cc1ccccc1 returned GLP1R cytotox 0%, SW480 rereplic -73%[inhibitor], KB-3-1 tox -8%, HT1080-NT tox 1%, HT1080 IDH1KD tx 2%, KB-V1 cytotox inconclusive, IL1B secr inh -8, DRD3 agonist 4 and MCF10A rereplic inconclusive.
`COc1ccccc1C(=O)NCCC(=O)NC1CCCCC1C` (configuration not stated) gave GLP1R cytotox 3%, SW480 rereplic 1%, KB-3-1 tox 11%, HT1080-NT tox 12%, HT1080 IDH1KD tx 7%, KB-V1 cytotox -1%, IL1B secr inh -8, DRD3 agonist 6 and MCF10A rereplic -4%.
For CCOc1ccc2nc(NC(=O)C3CCCO3)sc2c1 (configuration not stated) the results were GLP1R cytotox 13%, SW480 rereplic -4%, KB-3-1 tox 11%, HT1080-NT tox 1%, HT1080 IDH1KD tx 1%, KB-V1 cytotox -7%, IL1B secr inh inconclusive, DRD3 agonist 0 and MCF10A rereplic -4%.
For O=C(NCc1cccs1)c1cccn2c(=O)c3sccc3nc12 the results were GLP1R cytotox 7%, SW480 rereplic 11%, KB-3-1 tox 4%, HT1080-NT tox -2%, HT1080 IDH1KD tx 9%, KB-V1 cytotox inconclusive, IL1B secr inh 36, DRD3 agonist 10 and MCF10A rereplic -4%.
For CCC1Oc2ccccc2N(CC(=O)NC2CCCCC2)C1=O (configuration not stated) the results were GLP1R cytotox 3%, SW480 rereplic 4%, KB-3-1 tox -4%, HT1080-NT tox 6%, HT1080 IDH1KD tx 5%, KB-V1 cytotox -8%, IL1B secr inh -19, DRD3 agonist -11 and MCF10A rereplic -2%.
For CCCNC(=O)NC(=O)COC(=O)/C=C/c1cc(Br)ccc1F the results were GLP1R cytotox 7%, SW480 rereplic -7%, KB-3-1 tox 9%, HT1080-NT tox inconclusive, HT1080 IDH1KD tx inconclusive, KB-V1 cytotox 0%, IL1B secr inh -5, DRD3 agonist 6 and MCF10A rereplic 26%.
For CCCCCC(=O)N1CC2(CC(c3cccc(NC(=O)CC(c4ccccc4)c4ccccc4)c3)=NO2)C[C@@H]1C(N)=O (some centres not stated) the results were GLP1R cytotox -14%, SW480 rereplic inconclusive, KB-3-1 tox inconclusive, HT1080-NT tox inconclusive, HT1080 IDH1KD tx inconclusive, KB-V1 cytotox 13%, IL1B secr inh -7, DRD3 agonist -15 and MCF10A rereplic 5%.
`Cc1cc(-c2nnc(CCC(=O)NC(C)c3cccc4ccccc34)o2)no1` (configuration not stated) gave GLP1R cytotox -1%, SW480 rereplic 2%, KB-3-1 tox 19%, HT1080-NT tox 5%, HT1080 IDH1KD tx 0%, KB-V1 cytotox -20%, IL1B secr inh 12, DRD3 agonist -8 and MCF10A rereplic 3%.
`NCc1csc(Nc2nncc3ccccc23)n1` gave GLP1R cytotox -16%, KB-3-1 tox 0%, HT1080-NT tox inconclusive, HT1080 IDH1KD tx 3%, KB-V1 cytotox -27%, IL1B secr inh inconclusive and DRD3 agonist 5.
Screening COc1ccc(N2CCN(CCCNS(=O)(=O)c3ccc4c(c3)oc(=O)n4C)CC2)cc1 returned GLP1R cytotox 1%, SW480 rereplic -6%, KB-3-1 tox 0%, HT1080-NT tox -14%, HT1080 IDH1KD tx 7%, KB-V1 cytotox -10%, IL1B secr inh -10, DRD3 agonist -3 and MCF10A rereplic 3%.
Screening Cc1ccccc1CN1CCNC(=O)C1CC(=O)NCCN1CCCCC1=O (configuration not stated) returned GLP1R cytotox 8%, SW480 rereplic -4%, KB-3-1 tox 8%, HT1080-NT tox 7%, HT1080 IDH1KD tx 11%, KB-V1 cytotox 29%, IL1B secr inh -15, DRD3 agonist 5 and MCF10A rereplic -2%.
Nc1ccc2c(c1)C(=O)c1ccccc1C2=O was read as GLP1R cytotox -1%, SW480 rereplic -1%, KB-3-1 tox inconclusive, HT1080-NT tox 6%, HT1080 IDH1KD tx 10%, KB-V1 cytotox 0%, IL1B secr inh -3, DRD3 agonist 3 and MCF10A rereplic 0%.
For Cc1ccccc1CN1c2ccccc2-c2nc(SCC(N)=O)ncc2S1(=O)=O the results were GLP1R cytotox 4%, KB-3-1 tox 6%, KB-V1 cytotox 4% and DRD3 agonist 1.
Screening Cc1ccc2c(c1)N(CC(=O)NCC1CCCO1)C(=O)C(C(C)C)O2 (configuration not stated) returned GLP1R cytotox 8%, SW480 rereplic -8%, KB-3-1 tox 3%, HT1080-NT tox -3%, HT1080 IDH1KD tx 3%, KB-V1 cytotox 5%, IL1B secr inh -6, DRD3 agonist -6 and MCF10A rereplic -2%.
`COc1cc(CC(C#N)(CO)c2nc3ccccc3[nH]2)ccc1OC(F)F` (configuration not stated) gave GLP1R cytotox 5%, SW480 rereplic -2%, KB-3-1 tox 4%, HT1080-NT tox -11%, HT1080 IDH1KD tx 4%, KB-V1 cytotox -3%, IL1B secr inh -17, DRD3 agonist 8 and MCF10A rereplic 1%.
`COc1ccc(OC)c(C(c2nnnn2Cc2ccccc2)N2CCC(C(N)=O)CC2)c1` (configuration not stated) gave GLP1R cytotox 0%, SW480 rereplic 4%, KB-3-1 tox 3%, HT1080-NT tox 4%, HT1080 IDH1KD tx 5%, KB-V1 cytotox -8%, IL1B secr inh 13, DRD3 agonist -2 and MCF10A rereplic -35%.
`Cc1ccc(NCC(=O)N2CCN(S(=O)(=O)c3ccccc3)CC2)cc1F` gave GLP1R cytotox -4%, SW480 rereplic 14%, KB-3-1 tox -7%, HT1080-NT tox 4%, HT1080 IDH1KD tx -2%, KB-V1 cytotox -13%, IL1B secr inh -6, DRD3 agonist 5 and MCF10A rereplic 2%.
`Cc1cccc(CNC(=O)c2ccc(NC(=O)N3CCSc4ccccc43)cc2)c1` gave GLP1R cytotox -1%, KB-3-1 tox 15%, KB-V1 cytotox 15% and DRD3 agonist -8.
Screening S=c1nc(-c2ccco2)[nH][nH]1 returned GLP1R cytotox 13%, SW480 rereplic -7%, KB-3-1 tox 0%, HT1080-NT tox 7%, HT1080 IDH1KD tx 11%, KB-V1 cytotox 25%, IL1B secr inh 17, DRD3 agonist -4 and MCF10A rereplic 9%.
For O=C(Cn1cnc2c(NCc3ccccc3)ncnc21)NCCCc1ccccc1 the results were GLP1R cytotox -2%, SW480 rereplic -4%, KB-3-1 tox 1%, HT1080-NT tox -1%, HT1080 IDH1KD tx 1%, KB-V1 cytotox 21%, IL1B secr inh -1, DRD3 agonist -7 and MCF10A rereplic -2%.
For COc1ccc(C2=Nc3ccccc3N(C(=O)c3ccncc3)C2C(=O)NC(C)(C)C)cc1 (configuration not stated) the results were GLP1R cytotox -17%, KB-3-1 tox 6%, HT1080-NT tox -1%, HT1080 IDH1KD tx 6%, KB-V1 cytotox -20%, IL1B secr inh 0 and DRD3 agonist -7.
`COc1cc(/C=C/C(=O)N(C)c2ccccc2C(=O)O)cc(OC)c1OC` gave GLP1R cytotox -9%, SW480 rereplic -4%, KB-3-1 tox 4%, HT1080-NT tox 9%, HT1080 IDH1KD tx 4%, KB-V1 cytotox 22%, IL1B secr inh 9, DRD3 agonist 0 and MCF10A rereplic -1%.
Cc1ccc(S(=O)(=O)NCc2cccc([N+](=O)[O-])c2)cc1 was read as GLP1R cytotox -1%, KB-3-1 tox -2%, HT1080-NT tox 3%, HT1080 IDH1KD tx 5%, KB-V1 cytotox -4%, IL1B secr inh -8 and DRD3 agonist -3.
COc1cc2c(C(=O)N3CCN(c4cccc(Cl)c4)CC3)cn(C)c(=O)c2cc1OC was read as GLP1R cytotox -6%&-18%, SW480 rereplic inconclusive, KB-3-1 tox inconclusive, HT1080-NT tox inconclusive, HT1080 IDH1KD tx 12µM*, KB-V1 cytotox inconclusive, IL1B secr inh 2, DRD3 agonist 0&4 and MCF10A rereplic inconclusive.
`CCc1nnc(NC(=O)CCC2CCCCC2)s1` gave GLP1R cytotox -3%, SW480 rereplic -2%, KB-3-1 tox 0%, HT1080-NT tox 4%, HT1080 IDH1KD tx 6%, KB-V1 cytotox -10%, IL1B secr inh -1, DRD3 agonist -9 and MCF10A rereplic -3%.
`O=C(N/N=C/c1ccncc1)c1cc(-c2ccc(Br)s2)[nH]n1` gave GLP1R cytotox 4%, SW480 rereplic 1%, KB-3-1 tox 1%, HT1080-NT tox 0%, HT1080 IDH1KD tx inconclusive, KB-V1 cytotox 0%, IL1B secr inh -22, DRD3 agonist -4 and MCF10A rereplic inconclusive.
`O=C(O)CCCC(=O)Nc1ccn(-c2ccccc2)n1` gave GLP1R cytotox 19%, SW480 rereplic -1%[9.22 µM], KB-3-1 tox 5%, HT1080-NT tox -1%, HT1080 IDH1KD tx -4%, KB-V1 cytotox 31%, IL1B secr inh 47, DRD3 agonist -5 and MCF10A rereplic -30%[inhibitor].
Screening CC(C)c1c(C(=O)N/N=C/c2cccs2)nnn1-c1nonc1N returned GLP1R cytotox -6%, SW480 rereplic 27%, KB-3-1 tox 13%, HT1080-NT tox -1%, HT1080 IDH1KD tx -6%, KB-V1 cytotox 0%, IL1B secr inh 2, DRD3 agonist 3 and MCF10A rereplic -4%.

Copied from above (2 entries):
`O=C(O)CCCC(=O)Nc1ccn(-c2ccccc2)n1` gave GLP1R cytotox 19%, SW480 rereplic -1%[9.22 µM], KB-3-1 tox 5%, HT1080-NT tox -1%, HT1080 IDH1KD tx -4%, KB-V1 cytotox 31%, IL1B secr inh 47, DRD3 agonist -5 and MCF10A rereplic -30%[inhibitor].
Screening CC(C)c1c(C(=O)N/N=C/c2cccs2)nnn1-c1nonc1N returned GLP1R cytotox -6%, SW480 rereplic 27%, KB-3-1 tox 13%, HT1080-NT tox -1%, HT1080 IDH1KD tx -6%, KB-V1 cytotox 0%, IL1B secr inh 2, DRD3 agonist 3 and MCF10A rereplic -4%.
